Screening data: PubChem BioAssay, Southern Research Specialized Biocontainment Screening Center
M. tuberculosis: growth inhibition of non-replicating M. tuberculosis (AID 488890); Mycobacterium tuberculosis non-replicating, growth inhibition; higher % means a stronger effect; inhibition, % at 25 µM, or IC50 in µM where a hit was titrated; 320,000 tested, 0.39% active; in the data active means a potency from the dose series; inconclusive means inhibition mostly from about 82% at the one dose, without a potency; inactive means the rest, 99 in 100 with inhibition below about 76%;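 further: plate controls were DMSO cells for no effect and high antibiotic wells for full effect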
VEEV TC-83 Vero: inhibitors of VEEV TC-83 cytopathic effect, confirmation, Vero cells (AID 588727). Vero cells, VEEV TC-83 cytopathic effect inhibition; higher % means a stronger effect. inhibition, % at 20 µM; hits with a dose series show IC50 in µM. 350,000 tested, 0.13% active; in the data active means a potency from the dose series; inconclusive means inhibition mostly from about 14% at the one dose, without a potency; inactive means the rest, 99 in 100 with inhibition below about 12%; further: strong numbers were not always called active
H37Rv inhibition: M. tuberculosis growth inhibition, HTS (AID 449762) | inhibition, % at 25 µM; hits with a dose series show IC50 in µM | 330,000 tested, 0.59% active | M. tuberculosis H37Rv growth inhibition, 7H9 media; higher % means a stronger effect; in the data active means a potency from the dose series; inconclusive means inhibition above about 70% without an active follow-up result;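 further: bacterial growth assessed after seven days of incubation; strong numbers were not always called active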
H1N1 NS1A inhibition: H1N1 influenza NS1A inhibitors, functional cell based assay (AID 504329) | NS1A functional cell-based assay, percent inhibition; higher % means a stronger effect | inhibition, % at 12.5 µM; hits with a dose series show IC50 in µM | 340,000 tested, 0.3% active; in the data active means a potency from the dose series; inconclusive means inhibition above about 27% without an active follow-up result; further: strong numbers were not always called active
PhoP GFP inhibition: PhoP regulon inhibitors, Salmonella typhi PhoP promoter GFP reporter, confirmatory (AID 1850); 310,000 tested, 0.33% active; inhibition, % at 50 µM, or IC50 in µM where a hit was titrated; Salmonella Typhi PhoP-promoter GFP reporter, fluorescence, 4 h; higher % means a stronger effect; in the data active means a potency from the dose series; inconclusive means inhibition mostly from about 25% at the one dose, without a potency; inactive means the rest, 99 in 100 with inhibition below about 19%;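 further: 0% = induced wells with vehicle and 100% = uninduced wells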
VEEV TC-83 Vero 10K pilot screen: also measured in VEEV TC-83 Vero; calls as there; inhibition, %; measured here: 10K pilot screen inhibition
* = called active by the depositor; i = inactive; ? = inconclusive; . = not tested or not shown.

SMILES	M. tuberculosis	VEEV TC-83 Vero	H37Rv inhibition	H1N1 NS1A inhibition	PhoP GFP inhibition	others
Cc1cc(C)n(CCCNC(=O)c2ccc(S(=O)(=O)NCc3ccco3)cc2)n1	-2%	2.9%	-1%	4%	1%
O=C(N/N=C/c1cn(-c2ccccc2)nc1-c1cc2ccccc2o1)c1cccnc1	-17%	9.5%	7%	8%	1%
Cc1ccc(Cn2c(C(C)Nc3nc(C)cs3)nc3cc(Cl)c(Cl)cc32)cc1 (stereo not drawn)	2%	.	1%	.	-10%
Cc1ccc2cccc(SCC(=O)NCc3ccco3)c2n1	8%	i	-6%	1%	-4%
COc1ccc(/C=C/C(=O)NCCCc2ccccc2)cc1	61%	1.6%	1%	5%	2%
CCOC(=O)Cc1cc(-c2ccc(O)cc2)nc2ccc3ccccc3c12	-8%	9.2%	61%	7%	-14%
CCOc1ccc(S(=O)(=O)N2CCCCC2)cc1NC(=O)Cc1ccccc1	-6%	6.9%	3%	-18%	.
CCOc1ccc(-n2c(O)cc(=O)[nH]c2=O)cc1	-26%	0.2%	-8%	-2%	12%
COC(=O)c1sccc1-c1ccc(/C=N/OC(=O)c2ccccc2)o1	-9%	0.0%	8%	-9%	-3%
CC(C)(C)c1ccc(OCC(=O)NNC(=O)C2CCCO2)cc1 (stereo not drawn)	-5%	0.6%	9%	7%	-4%
CC(=O)c1c(C)[nH]c(C(=O)CSc2nnc(-c3ccc(Cl)cc3)n2CC2CCCO2)c1C (stereo not drawn)	45%	11%	4%	0%	30%
Cn1nnc2sc3c(c2c1=O)CCCC3	1%	2.4%	-4%	2%	-2%
O=C(Cn1c(C(F)(F)F)nc2ccccc21)N=Nc1c(O)[nH]c2ccc(Br)cc12	5%	12%	-7%	4%	-4%
Cc1nc(NC(=O)CSc2nnnn2Cc2ccccc2)sc1C	40%	8.0%	-4%	2%	-8%
Cc1cc(C)cc(C(=O)NCC(=O)NNC(=O)CSc2ccccc2F)c1	-23%	7.0%	-7%	-1%	.

Pulled by compound from the list above, 2 records:
SMILES	M. tuberculosis	VEEV TC-83 Vero	H37Rv inhibition	H1N1 NS1A inhibition	PhoP GFP inhibition	others
COc1ccc(/C=C/C(=O)NCCCc2ccccc2)cc1	61%	1.6%	1%	5%	2%
CC(C)(C)c1ccc(OCC(=O)NNC(=O)C2CCCO2)cc1 (stereo not drawn)	-5%	0.6%	9%	7%	-4%

Going on with the list.
SMILES	M. tuberculosis	VEEV TC-83 Vero	H37Rv inhibition	H1N1 NS1A inhibition	PhoP GFP inhibition	others
CCc1nc(SCC(=O)NCc2ccc(F)cc2)c2c(=O)n(C)c(=O)n(C)c2n1	-7%	3.6%	-4%	5%	-3%
O=C(CCCN1C(=O)/C(=C\c2ccccc2)SC1=S)N1CCOCC1	74%	13%	21%	16%	.
Cc1cc(/C=N/n2cnnc2)c(C)n1-c1ccc(C(=O)O)cc1	2%	2.6%	-4%	3%	-5%
O=c1[nH]nc(Cc2ncc(C(F)(F)F)cc2Cl)c2ccccc12	19%	1.0%	-6%	-6%	-5%
CCOc1ccc(NC(=O)CCSc2nnc(C)s2)cc1	70%	i	2%	4%	-14%
Cc1ccc(-n2c(O)c(/C=N/N3CCOCC3)c(=O)[nH]c2=S)cc1	39%	3.5%	-5%	-1%	-3%
CCOC(=O)c1cnc2c(c(C)nn2C)c1Oc1ccc(OC)cc1	35%	2.0%	10%	.	-6%
CN(C)S(=O)(=O)c1ccc(NCC2COc3ccccc3O2)c([N+](=O)[O-])c1 (stereo not drawn)	2%	3.3%	-11%	4%	-3%
NC(=O)c1ccc(Nc2nnc(-c3ccc(O)cc3)c3ccccc23)cc1	12%	10%	67%	9%	7%
Cc1nnc(SCC(=O)NCc2ccccc2)s1	-17%	3.4%	-5%	-10%	16%
O=C(Nc1ccc(C(=O)N2CCCC2)cc1)c1ccccc1	.	i	.	-12%	.
CCOC(=O)N1CCN(c2cc(NCCO)c([N+](=O)[O-])c3nonc23)CC1	-18%	1.5%	-8%	0%	12%
Cc1cccc([C@@H]2[C@@H]3C(=O)N(Cc4ccccc4)C(=O)[C@@H]3[C@]3(Cc4ccc(Cl)cc4)C(=O)N(c4ccccc4)C(=O)N23)c1	-16%	0.9%	-6%	13%	5%
CCCc1nnc(NC(=O)CN2C(=O)c3ccccc3S2(=O)=O)s1	21%	2.8%	0%	-7%	-5%	VEEV TC-83 Vero 10K pilot screen=0.6
COC(=O)c1ccccc1C(=O)N1CCCC(CNC(=O)c2ccc(F)cc2)C1 (stereo not drawn)	7%	i	-1%	-5%	5%
Cc1ccc(S(=O)(=O)N2CCCCC2)cc1C(=O)OCC(=O)N1c2ccccc2NC(=O)C1(C)C	-9%	1.5%	4%	-11%	.
COc1ccccc1C1CC(=O)NC(C)=C1C(=O)OCC(C)C (stereo not drawn)	-1%	0.2%	1%	11%	11%
CC1=C(C(=O)OCC(C)C)C(c2ccc(Br)s2)NC(=O)N1 (stereo not drawn)	25%	4.9%	-1%	-4%	-3%
O=C(CCn1[nH]c(=O)c2ccccc2c1=O)NCCO	0%	0.8%	14%	4%	5%
CC1(C)CC(=O)C(N=Nc2ccc(OC(F)F)cc2)=C(O)C1	11%	2.3%	-1%	8%	2%
COCc1cc(CN2CCCC(C(=O)Nc3cccc(-n4cnnn4)c3)C2)ccc1OC (stereo not drawn)	20%	1.2%	2%	18%	8%
O=C(Cn1cnc2ccccc2c1=O)NC1CCS(=O)(=O)C1 (stereo not drawn)	-17%	2.6%	-6%	-6%	0%
N=C1CCCN1c1ccccc1O	6%	0.8%	3%	12%	11%
COc1ccc(-c2cn[nH]c2-c2ccc(OCc3ccc([N+](=O)[O-])cc3)cc2O)cc1OC	-12%	3.6%	-5%	-14%	1%
O=C(c1cccc(S(=O)(=O)N2CCOCC2)c1)N1CCN(c2ccccc2)CC1	5%	1.7%	-11%	-9%	.
O=C(CSc1nc(=O)[nH]c2c1CCCC2)Nc1ccc(F)cc1F	-11%	3.2%	5%	13%	-2%
Cn1c2cc(Br)sc2c2cnn(Cc3ccc(F)cc3F)c(=O)c21	2%	1.9%	-9%	-4%	.
CCOc1ccc(NC(=S)N2CCC(N(C)CCN3CCOCC3)CC2)cc1	3%	0.2%	-3%	-2%	-1%
O=C(COC(=O)c1cnccn1)Nc1ccc(Cl)cc1C(F)(F)F	-4%	0.9%	5%	5%	9%
CC(C)(C)Nc1nc(SCC(=O)Nc2ccccc2Cl)nc(N2CCOCC2)n1	78%	7.8%	4%	8%	-8%
CCCCN(C(=O)c1ccc(NC2CC2)c([N+](=O)[O-])c1)c1c(N)n(CCCC)c(=O)[nH]c1=O	.	5.7%	.	-2%	.
C/C(=N/NC(=O)Cc1cc(=O)[nH][nH]1)c1ccc([N+](=O)[O-])cc1	-1%	0.1%	-5%	10%	-2%
CC1(C)Cc2c(sc3nc[nH]c(=O)c23)CO1	-6%	0.6%	0%	7%	-1%
CCn1c2ccccc2c2cc(/C=N/n3cnnc3)ccc21	36%	0.8%	10%	8%	-10%
CCOc1cc(C2NC(=O)NC(C)=C2C(=O)OCc2ccccc2)ccc1O (stereo not drawn)	5%	1.5%	-2%	2%	-2%
CCCN(CC(=O)Nc1ccccc1OC)C(C)C(=O)NC(C)CCc1ccccc1 (stereo not drawn)	25%	2.0%	-4%	-6%	-8%
Cc1cc(=O)[nH]c(/N=C(\N)Nc2ccc(Oc3ccccc3)cc2)n1	7%	i	21%	0%	15%
Cc1ccc(NC(=O)CN(C)C(=O)c2cn(Cc3ccccc3)nc2-c2cccnc2)cc1	.	4.0%	.	-4%	.
O=C(COC(=O)Cn1cnc2ccccc2c1=O)NNC(=O)c1ccc(Br)cc1	9%	0.5%	-5%	-2%	.
COc1ccc(CCN(C)C2CCCN(S(=O)(=O)C(C)C)C2)cc1OC (stereo not drawn)	-6%	0.4%	-5%	3%	3%
Cc1ccc(CSc2nnc(C(F)(F)F)n2Cc2ccc(F)cc2)cc1	22%	i	4%	-2%	10%
CSc1ncccc1C(=O)Nc1cc(Cl)ccc1N1CCOCC1	26%	7.9%	3%	1%	.
COc1ccc(CNC(=O)CCn2c(=O)oc3ccccc32)c(OC)c1	-9%	0.7%	-2%	10%	3%
CCC(=O)Nc1cccc2ccccc12	9%	1.3%	-1%	1%	7%
COc1ccc(N2CCN(C(=O)Cn3c(=O)c4cccn4c4cccnc43)CC2)cc1	13%	0.8%	-6%	7%	9%
CC(=O)c1sc(-c2ccccc2)cc1N	1%	1.3%	5%	.	-1%
Cc1c(O)c(S(=O)(=O)c2ccccc2)c(=O)n(-c2ccccc2)c1-c1ccccc1	10%	i	-5%	-9%	-16%
O=C(C1CCN(S(=O)(=O)c2cnc[nH]2)CC1)N1CCn2c1nc1ccccc12	7%	0.7%	9%	-6%	2%
CCOc1cc(N2CCOCC2)c(OCC)cc1NS(=O)(=O)c1cc(NC(C)=O)ccc1OC	8%	2.4%	-1%	5%	11%
CCOC(=O)c1cnc(-n2cc(C)cn2)nc1NCc1ccc2c(c1)OCO2	43%	1.6%	10%	-7%	7%
c1ccc(N2CCN(c3cnc4ccccc4n3)CC2)cc1	8%	4.5%	0%	-41%	-10%
COCCN(C(=O)COC(=O)C12CC3CC(CC(C3)C1)C2)c1c(N)n(Cc2ccccc2)c(=O)[nH]c1=O	.	3.4%	.	-12%	.
O=C(CN1C(=O)C2CC=CCC2C1=O)NC1CCCCC1 (stereo not drawn)	-16%	0.3%	-3%	-2%	3%
O=C(CCn1c(=S)oc2ccccc21)Nc1ccc(F)cc1	8%	i	7%	-3%	-6%
CSc1ccc(CNC2CC2)cc1	-9%	0.5%	5%	-7%	-16%
O=C(CSc1nnc(-c2cccs2)o1)OC1CCCCC1	?	0.5%	?	-3%	-11%
CCOC(=O)C1CCCN(CC(=O)NC2=Nc3ccccc3N=C(C)C2c2ccccc2)C1 (stereo not drawn)	8%	i	-8%	1%	5%
CC1CCN(C(=O)c2[nH]cnc2C(=O)Nc2cccc(Cl)c2)CC1	44%	0.8%	-1%	0%	.	VEEV TC-83 Vero 10K pilot screen=1.7
Cc1ccc(S(=O)(=O)NCC(=O)N(CC(=O)NCC2CCCO2)Cc2ccccc2Cl)cc1 (stereo not drawn)	-8%	4.3%	2%	7%	5%
O=C(CN1CCN(c2ccc(Cl)cc2)CC1)Nc1cccc(F)c1	.	0.8%	1%	9%	-3%
(further entries)
SMILES	M. tuberculosis	VEEV TC-83 Vero	H37Rv inhibition	H1N1 NS1A inhibition	PhoP GFP inhibition	others
O=C(CN1CCN(S(=O)(=O)c2ccc(Br)cc2)CC1)N/N=C/c1ccccc1C(=O)O	-22%	0.9%	0%	-7%	9%
O=C(O)c1cccc(Nc2nc(C(F)(F)F)nc3ccccc23)c1	4%	1.0%	5%	-4%	9%
O=C(COC(=O)c1ccc2c(c1)OCCO2)NCCC1=CCCCC1	29%	0.2%	6%	-1%	-1%
Cc1nn(-c2ccccc2)c(C)c1/C=N/n1cnnc1	6%	0.9%	-5%	-7%	-5%

Gathered by group: the entries above with an aryl thioether with sulfur outside any ring.
SMILES	M. tuberculosis	VEEV TC-83 Vero	H37Rv inhibition	H1N1 NS1A inhibition	PhoP GFP inhibition	others
Cc1ccc2cccc(SCC(=O)NCc3ccco3)c2n1	8%	i	-6%	1%	-4%
CC(=O)c1c(C)[nH]c(C(=O)CSc2nnc(-c3ccc(Cl)cc3)n2CC2CCCO2)c1C (stereo not drawn)	45%	11%	4%	0%	30%
Cc1nc(NC(=O)CSc2nnnn2Cc2ccccc2)sc1C	40%	8.0%	-4%	2%	-8%
Cc1cc(C)cc(C(=O)NCC(=O)NNC(=O)CSc2ccccc2F)c1	-23%	7.0%	-7%	-1%	.
CCc1nc(SCC(=O)NCc2ccc(F)cc2)c2c(=O)n(C)c(=O)n(C)c2n1	-7%	3.6%	-4%	5%	-3%
CCOc1ccc(NC(=O)CCSc2nnc(C)s2)cc1	70%	i	2%	4%	-14%
Cc1nnc(SCC(=O)NCc2ccccc2)s1	-17%	3.4%	-5%	-10%	16%
O=C(CSc1nc(=O)[nH]c2c1CCCC2)Nc1ccc(F)cc1F	-11%	3.2%	5%	13%	-2%
CC(C)(C)Nc1nc(SCC(=O)Nc2ccccc2Cl)nc(N2CCOCC2)n1	78%	7.8%	4%	8%	-8%
Cc1ccc(CSc2nnc(C(F)(F)F)n2Cc2ccc(F)cc2)cc1	22%	i	4%	-2%	10%
CSc1ncccc1C(=O)Nc1cc(Cl)ccc1N1CCOCC1	26%	7.9%	3%	1%	.
CSc1ccc(CNC2CC2)cc1	-9%	0.5%	5%	-7%	-16%
O=C(CSc1nnc(-c2cccs2)o1)OC1CCCCC1	?	0.5%	?	-3%	-11%

Compounds were not picked by outcome, and some 1.4% of all compounds hit somewhere here.
